hIAP act – human IAP activation. P09923. activation factor at 10 µM. 0.16% of 330,000 active. purified human IAP, CDP-Star luminescence, 30 min; active compounds read high; 1 = vehicle-only enzyme, 0 = enzyme-free background;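 active means activation factor of the enzyme at least 2-fold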; further: the source names both 10 and 20 µM as test concentration; values of inactives mirror those of a sister screen read the other way
ATG4B inh – ATG4B (human) cysteine protease inhibition. AID 504462. inhibition, % at 8.33 µM. 0.51% of 340,000 active. Q9Y4P1. ATG4B cleavage of LC3-PLA2, NBD-HPC fluorescence, 1 h; in the data active means inhibition above about 40%
Target sequence (Q9Y4P1 whole entry, looked up): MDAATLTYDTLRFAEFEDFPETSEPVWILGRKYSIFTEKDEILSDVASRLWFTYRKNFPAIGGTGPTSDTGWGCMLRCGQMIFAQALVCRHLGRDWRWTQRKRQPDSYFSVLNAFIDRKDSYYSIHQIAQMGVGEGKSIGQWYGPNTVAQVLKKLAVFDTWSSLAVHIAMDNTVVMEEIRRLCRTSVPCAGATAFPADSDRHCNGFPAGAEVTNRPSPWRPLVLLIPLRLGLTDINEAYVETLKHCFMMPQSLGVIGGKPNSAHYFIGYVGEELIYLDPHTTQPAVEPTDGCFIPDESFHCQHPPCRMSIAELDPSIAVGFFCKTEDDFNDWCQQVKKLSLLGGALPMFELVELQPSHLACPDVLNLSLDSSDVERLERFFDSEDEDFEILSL
MPTP inh – blocks calcium-induced mitochondrial swelling. isolated mouse mitochondria, Ca2+ swelling absorbance, 30 min. inhibition, % at 10 µM. 1.4% of 360,000 active;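 active means inhibition of 50% or more, scaled per plate between neutral and stimulator controls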;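 further: 0% = DMSO wells given calcium and 100% = 1 mM EGTA wells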
NR3A LBD binder – modulators (binders) of human NR3A ligand-binding domain; 2.5% of 340,000 active; Tm shift relative to glycine control, % at 25 µM; NR3A LBD differential scanning fluorimetry, Tm shift; 0% = protein alone, 100% = glycine-bound protein;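 active means melting temperature shift of at least 10% of the positive control shift, at one fixed dose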
PfGluPho inh – PfG6PD (Plasmodium falciparum) enzyme inhibition. inhibition, % at 20 µM. PfGluPho enzyme, NADPH resazurin-diaphorase fluorescence. AID 504690. 0.78% of 350,000 active;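 active means inhibition reaching at least a set limit at 20 µM in the primary screen, cut at about 59% in these data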;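 further: 0% = DMSO wells with substrate and 100% = DMSO wells lacking glucose-6-phosphate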
SENP8 inh – SENP8 (human) protease inhibition. Q96LD8. recombinant SENP8, Nedd8 substrate fluorescence. inhibition, % at 20 µM. 0.64% of 360,000 active. AID 602440; in the data active means inhibition mostly above about 40%, no sharp cut-off; inactive means mostly below about 27%
Target sequence (Q96LD8 whole entry, looked up): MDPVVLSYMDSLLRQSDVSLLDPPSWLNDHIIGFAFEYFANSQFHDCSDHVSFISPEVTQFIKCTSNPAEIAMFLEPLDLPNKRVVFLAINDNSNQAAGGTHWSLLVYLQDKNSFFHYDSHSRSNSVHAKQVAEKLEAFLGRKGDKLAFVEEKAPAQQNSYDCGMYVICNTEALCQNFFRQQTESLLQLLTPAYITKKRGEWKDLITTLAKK
SENP6 block – inhibitors of human SENP6 protease. AID 2599. 1.8% of 330,000 active. inhibition, % at 10 µM. Recombinant SENP6 catalytic domain, aminoluciferin luminescence;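 active means inhibition above about 50% at the single tested dose, limit read from the data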;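 further: plate controls were DMSO wells with enzyme for no effect and DMSO wells lacking enzyme for full effect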
SENP1 FRET inh – blocks the human SENP1 SUMO protease catalytic domain. recombinant SENP1 catalytic domain, CyPet-SUMO1-YPet FRET cleavage. inhibition, % at 10 µM. 0.21% of 360,000 active. AID 624204;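 active means inhibition at least 30% at 10 µM, raw YFP signal under a set limit, fluorescence ratio 0.5 to 1.5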;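 further: 0% = enzyme with DMSO and 100% = no enzyme wells; some results filed as inactive read as strong as hits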
Target sequence (Q9P0U3 419-644 limits assumed): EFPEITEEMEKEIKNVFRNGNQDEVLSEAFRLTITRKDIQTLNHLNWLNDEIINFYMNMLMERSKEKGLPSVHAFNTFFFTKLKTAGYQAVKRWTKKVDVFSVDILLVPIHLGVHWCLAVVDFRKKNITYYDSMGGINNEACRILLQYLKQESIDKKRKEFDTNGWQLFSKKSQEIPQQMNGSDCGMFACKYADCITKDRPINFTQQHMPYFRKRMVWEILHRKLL
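Test system: recombinant human SENP1 catalytic domain, His6-tagged / Medium: pH 8 Tris buffer with EDTA, NaCl, BME, BSA, NP40, catalase / Also added: SUMO1 FRET substrate flanked by Cypet and Ypet, 25 nM / Times: 50 min reaction at room temperature / Signal: FRET, CFP and YFP emission / Control set: no-enzyme low control and enzyme-plus-DMSO high control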
* hit, by the source's call; . = not tested or not shown.

#	canonical_smiles	PfGluPho inh	MPTP inh	NR3A LBD binder	SENP6 block	ATG4B inh	hIAP act	SENP8 inh	SENP1 FRET inh
1	Cc1cc(C)cc(-n2cnc3cc(C(=O)O)ccc32)c1	-47	0.2	-11	0	-4	1.2	18	3
2	Cc1cc(N2C(=O)C(O)=C(C(=O)c3cc4ccccc4o3)C2c2cccc(Br)c2)no1 (configuration not stated)	-11	3.9	-3	-3	-8	0.98	-142	-48
3	Cc1ccc(NC(=S)N(CCCN2CCOCC2)Cc2ccco2)cc1	-1	-0.2	0	-7	2	0.94	22	7
4	Cc1ccc(NC(=O)C2CCN(S(C)(=O)=O)CC2)cc1C	7	0.4	1	3	0	0.89	11	1
5	CC(C)NCC(=O)Nc1c2c(nc3ccccc13)CCC2	-8	2.9	-1	-39	7	1.1	6	-1
6	CCc1nnc(NC(=O)CSc2nnc(-c3c[nH]c4ccccc34)n2C)s1	-14	-2.8	2	-3	13	0.97	16	1
7	O=C(CNC(=O)c1ccccc1)NCC(=O)OCC(=O)c1ccc([N+](=O)[O-])cc1	59*	1.7	-1	-13	4	0.9	18	4
8	CCCc1nn2c(-c3ccccc3)nnc2o1	8	-0.5	.	.	.	.	21	0
9	COc1cc(N)c(Cl)cc1C(=O)OCC(=O)N1CCCC1	11	-1.4	3	-10	-13	1	2	3
10	Cc1ccc(N(C(=O)c2ccc3c(c2)OCO3)C2C=CS(=O)(=O)C2)cc1C (configuration not stated)	-11	-1.8	-1	-5	3	1.5	-10	1
11	OCC1(Cc2cccc(F)c2)CCN(Cc2ccc3cccc(F)c3n2)CC1	3	1.1	-1	26	-8	0.91	10	-12
12	CC(C)C(=O)Nc1cccc(COc2ccc(CN(Cc3ccccc3)C(=O)OC(C)(C)C)cc2)c1	18	3.0	-1	.	1	.	2	1
13	CN(C)S(=O)(=O)c1ccc(N2CCCC2=O)c([N+](=O)[O-])c1	-6	-5.0	-1	-7	-9	0.98	15	1
14	O=C(CNC(=O)C(c1ccccc1)c1ccccc1)N/N=C/c1ccc(O)c([N+](=O)[O-])c1	-1	-33	-12	4	-4	0.77	28	1
15	Cc1onc(-c2ccccc2)c1C(=O)N/N=C/c1cccs1	62*	0.9	2	-2	8	0.9	19	1
16	COc1cc(CC(=O)OCC(=O)Nc2cccc([N+](=O)[O-])c2)cc(OC)c1OC	25	1.5	0	10	-6	1	6	1
17	O=C(CSc1nnc(NC(=O)c2ccccc2F)s1)NCC1CCCO1 (configuration not stated)	41	-1.2	2	-7	-2	0.97	-4	2
18	CCOC(=O)c1c(C)oc2c(CN3CCN(C)CC3)c(Br)c(OC)c(O)c12	-6	3.8	0	-10	-8	0.95	15	0
19	C[C@]12c3[nH]c4ccc(Cl)cc4c3CCN1C(=O)[C@@H](CC(=O)NCC13CC4CC(CC(C4)C1)C3)C[C@@H]2C(=O)N1CCOCC1	20	-1.3	4	.	-4	.	22	-1
20	O=C(Nc1cccc(S(=O)(=O)N2CCOCC2)c1)C1=NN(c2ccccc2)C(=O)CC1	-2	-0.6	2	-11	-4	0.83	7	1
21	O=C(Nc1ccc(NC(=O)c2cccs2)c(Cl)c1)c1cccs1	40	-0.3	13*	63*	-13	1	3	1
22	CCn1ccnc1CN(C)C(=O)CCc1nnc(CCC2CCCCC2)o1	-9	-0.7	0	8	-5	1.2	6	2
23	CC1CCN(C(=O)CCCN2C(=O)c3cccnc3Oc3ccc(Cl)cc32)CC1	-10	0.8	-4	11	-2	1.1	13	0
24	Cc1cccc2[nH]c(SCC(=O)N3CCOCC3)nc12	-7	-1.2	1	-2	5	0.97	13	3
25	O=c1cc(-c2ccccc2)[nH]c2nc3ccccc3n12	25	2.7	-6	88*	-13	0.97	-307	-54
26	CC(C)c1nnc(SCC(=O)NC(C)(C)C)n1C	-21	-1.3	2	3	7	1.2	9	3
27	C[C@H](CO)N1C[C@H](C)[C@H](CN(C)S(=O)(=O)c2cn(C)cn2)Oc2ccc(NC(=O)Nc3ccc(C(F)(F)F)cc3)cc2CC1=O	6	-1.6	3	8	-8	1.1	13	-5
28	Cc1cc(Nc2ccccc2)n(C(=O)c2ccc(Cl)cc2)n1	16	1.1	-6	-73	-2	1	22	2
29	CC1CCC(NC(=O)C(C)N2C(=O)C3CCCCC3C2=O)CC1 (configuration not stated)	5	-0.1	2	13	-1	1.1	7	-2
30	Cn1c(N)c(C(=O)COC(=O)CNC(=O)c2ccccc2F)c(=O)n(C)c1=O	-25	-1.1	0	-22	4	1.2	13	0

Single records, as listed above. Values in the order: PfGluPho inh | MPTP inh | NR3A LBD binder | SENP6 block | ATG4B inh | hIAP act | SENP8 inh | SENP1 FRET inh
`Cc1cc(N2C(=O)C(O)=C(C(=O)c3cc4ccccc4o3)C2c2cccc(Br)c2)no1` (configuration not stated) is listed as -11 | 3.9 | -3 | -3 | -8 | 0.98 | -142 | -48
`CCCc1nn2c(-c3ccccc3)nnc2o1` is listed as 8 | -0.5 | . | . | . | . | 21 | 0

A second format for part of the listing above:
5	CC(C)NCC(=O)Nc1c2c(nc3ccccc13)CCC2
6	CCc1nnc(NC(=O)CSc2nnc(-c3c[nH]c4ccccc34)n2C)s1
7	O=C(CNC(=O)c1ccccc1)NCC(=O)OCC(=O)c1ccc([N+](=O)[O-])cc1
8	CCCc1nn2c(-c3ccccc3)nnc2o1

Compound | 5 | 6 | 7 | 8
PfGluPho inh | -8 | -14 | 59* | 8
MPTP inh | 2.9 | -2.8 | 1.7 | -0.5
NR3A LBD binder | -1 | 2 | -1 | .
SENP6 block | -39 | -3 | -13 | .
ATG4B inh | 7 | 13 | 4 | .
hIAP act | 1.1 | 0.97 | 0.9 | .
SENP8 inh | 6 | 16 | 18 | 21
SENP1 FRET inh | -1 | 1 | 4 | 0

Additional compounds:
#	canonical_smiles	PfGluPho inh	MPTP inh	NR3A LBD binder	SENP6 block	ATG4B inh	hIAP act	SENP8 inh	SENP1 FRET inh
31	O=C(O)c1cccc2c1C(=O)c1ccc(-c3ccc(OC(F)(F)F)cc3)cc1S2(=O)=O	-31	1.4	1	2	10	0.87	15	-4
32	Cn1c(=O)c2c(ncn2CC(O)CNc2ccc(Cl)cc2)n(C)c1=O (configuration not stated)	8	0.2	4	-4	-11	0.99	4	0
33	CCn1c(=NC(=O)C2COc3ccccc3O2)sc2c(C)ccc(OC)c21 (configuration not stated)	0	1.1	0	-11	9	0.99	-386	3
34	O=C(c1ccccc1)C(Nc1ccccn1)c1ccccc1 (configuration not stated)	-4	-0.3	-2	-10	4	0.98	16	2
35	O=C(CN1CCN(C(=O)C2CCC2)CC1)Nc1ccc(F)cc1	-2	-2.1	2	2	2	1.2	7	-1
36	CCc1cccc(NC(=O)CCNS(=O)(=O)c2cccc3nonc23)c1	1	-1.4	-2	11	-2	1	9	4
37	CC1CCCCN1C(=O)COC(=O)CNC(=O)c1sc2ccccc2c1Cl (configuration not stated)	6	-0.1	0	5	-2	0.99	7	1
38	COc1ccc(CCNC(=O)[C@H](CC(C)C)NC(=O)N2CCn3c2nc2ccccc23)cc1OC	-3	2.3	-3	9	2	0.77	28	-1
39	CCc1ccc(-c2nc(CN3CCC(C(=O)NCc4ccccc4OC)CC3)c(C)o2)cc1	-3	48	-3	-4	6	1	20	-13
40	CCCCN(CC)C(=O)Cn1c(=O)sc2ccccc21	-14	-0.2	2	-9	-4	1	-6	2
41	CCN(CC)S(=O)(=O)c1ccc(C)c(NC(=O)CNCc2ccccc2OC)c1	9	-1.1	-3	-24	-6	1.2	17	1
42	O=C(CNC(=O)c1cnccn1)Nc1ccc(F)c(F)c1F	-1	7.4	1	-5	3	0.97	7	-2
43	O=C(COc1ccc(Cl)cc1)Nc1cccc(-c2ccc3nncn3n2)c1	18	5.4	0	-9	19	1	-14	2
44	O=C(CNS(=O)(=O)c1ccccc1)OCC(=O)c1ccc(OC(=O)c2ccccc2)cc1	9	-0.6	-1	-13	-7	0.76	9	5
45	O=C(CS(=O)(=O)Cc1ccccc1)Nc1nc2ccccc2s1	0	2.7	-2	-3	-9	1	15	0
46	CC(C)CN1CCN(Cc2cccc3nccnc23)CC1CCO (configuration not stated)	-1	-2.0	-1	4	2	0.85	0	-1
47	CN(C)C(CNC(=O)c1oc2ccccc2c1CSc1ncn[nH]1)c1ccco1 (configuration not stated)	-2	-1.9	-1	-6	-16	1.2	-15	-4
48	COc1ccc(CC(=O)Nc2ccccc2N2CCCC2)cc1OC	6	0.3	-1	3	0	0.8	4	-1
49	CCCCN1C(=N)N([C@@H](CCC)CN2CCC[C@H]2CN2C(N)=NC[C@@H]2Cc2ccccc2)C[C@H]1[C@H](C)CC	5	81*	-2	2	6	1.1	12	-12

An excerpt from above in order of length of the SMILES, largest number first:
#	canonical_smiles	PfGluPho inh	MPTP inh	NR3A LBD binder	SENP6 block	ATG4B inh	hIAP act	SENP8 inh	SENP1 FRET inh
2	Cc1cc(N2C(=O)C(O)=C(C(=O)c3cc4ccccc4o3)C2c2cccc(Br)c2)no1 (configuration not stated)	-11	3.9	-3	-3	-8	0.98	-142	-48
32	Cn1c(=O)c2c(ncn2CC(O)CNc2ccc(Cl)cc2)n(C)c1=O (configuration not stated)	8	0.2	4	-4	-11	0.99	4	0
36	CCc1cccc(NC(=O)CCNS(=O)(=O)c2cccc3nonc23)c1	1	-1.4	-2	11	-2	1	9	4

Structures listed above printed as active in PfGluPho inh:
cpd	Structure	PfGluPho inh	MPTP inh	NR3A LBD binder	SENP6 block	ATG4B inh	hIAP act	SENP1 FRET inh
7	O=C(CNC(=O)c1ccccc1)NCC(=O)OCC(=O)c1ccc([N+](=O)[O-])cc1	59*	1.7	-1	-13	4	0.9	4
15	Cc1onc(-c2ccccc2)c1C(=O)N/N=C/c1cccs1	62*	0.9	2	-2	8	0.9	1
